# OTUD3 block = inhibitors of human OTUD3 deubiquitinase; AID 1645858, 2021; OTU domain-containing protein 3 (Homo sapiens), Q5T2D3; inhibition, % at 25 µM; hit rate 0.7% among 47,000; purified OTUD3, Ub-rhodamine fluorescence, 2 h
# USP8 inh = inhibitors of human USP8 deubiquitinase; purified USP8, Ub-rhodamine cleavage fluorescence, 30 min; inhibition, % at 20 µM; hit rate 4.2% among 47,000; AID 1645853, 2021
# USP10 inh = inhibitors of human USP10 deubiquitinase | Ubiquitin carboxyl-terminal hydrolase 10 (Homo sapiens), Q14694 | purified USP10, Ub-rhodamine fluorescence, 60 min | inhibition, % at 20 µM | hit rate 1.1% among 47,000
# Target sequence (Q14694 whole entry, looked up): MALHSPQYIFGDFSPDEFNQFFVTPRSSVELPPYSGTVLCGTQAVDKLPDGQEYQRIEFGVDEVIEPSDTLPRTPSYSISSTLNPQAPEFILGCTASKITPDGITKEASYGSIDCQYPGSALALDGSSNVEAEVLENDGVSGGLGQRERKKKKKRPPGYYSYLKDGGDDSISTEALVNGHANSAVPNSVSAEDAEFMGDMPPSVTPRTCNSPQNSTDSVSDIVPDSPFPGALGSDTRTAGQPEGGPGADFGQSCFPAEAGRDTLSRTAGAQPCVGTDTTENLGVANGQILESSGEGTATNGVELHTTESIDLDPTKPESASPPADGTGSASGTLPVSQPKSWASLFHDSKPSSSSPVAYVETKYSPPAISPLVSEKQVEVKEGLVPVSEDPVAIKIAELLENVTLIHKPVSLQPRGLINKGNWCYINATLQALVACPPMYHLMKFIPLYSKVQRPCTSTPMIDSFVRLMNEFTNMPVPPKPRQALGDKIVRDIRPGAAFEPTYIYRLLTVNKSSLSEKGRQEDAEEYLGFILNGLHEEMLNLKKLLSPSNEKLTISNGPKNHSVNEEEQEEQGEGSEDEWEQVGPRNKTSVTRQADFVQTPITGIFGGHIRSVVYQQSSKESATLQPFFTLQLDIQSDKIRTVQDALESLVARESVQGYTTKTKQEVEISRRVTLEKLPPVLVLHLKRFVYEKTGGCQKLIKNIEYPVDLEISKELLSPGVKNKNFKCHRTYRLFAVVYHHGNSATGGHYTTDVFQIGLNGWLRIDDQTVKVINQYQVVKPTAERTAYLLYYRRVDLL
# USP17 inh = inhibitors of human USP17 deubiquitinase. Ubiquitin carboxyl-terminal hydrolase 17-like protein 5 (Homo sapiens), A8MUK1. AID 1645855, 2021. inhibition, % at 50 µM. hit rate 6.5% among 47,000. purified USP17, Ub-rhodamine cleavage fluorescence, 3 h
# UCHL1 inh = inhibitors of human UCHL1 deubiquitinase | Ubiquitin carboxyl-terminal hydrolase isozyme L1 (Homo sapiens), P09936 | purified UCHL1, Ub-rhodamine cleavage fluorescence | inhibition, % at 20 µM | hit rate 0.2% among 47,000 | AID 1645859, 2021
# USP28 inh = inhibitors of human USP28 deubiquitinase | purified USP28, Ub-rhodamine cleavage fluorescence, 30 min | inhibition, % at 25 µM | Ubiquitin carboxyl-terminal hydrolase 28 (Homo sapiens), Q96RU2 | hit rate 3% among 47,000 | AID 1645857, 2021
# USP7 block = inhibitors of human USP7 deubiquitinase; Ubiquitin carboxyl-terminal hydrolase 7 (Homo sapiens), Q93009; hit rate 0.3% among 47,000; inhibition, % at 20 µM; AID 1645854, 2021; purified USP7, Ub-rhodamine cleavage fluorescence
# USP30 inh = inhibitors of human USP30 deubiquitinase | Ubiquitin carboxyl-terminal hydrolase 30 (Homo sapiens), Q70CQ3 | purified USP30, Ub-rhodamine cleavage fluorescence | inhibition, % at 25 µM | hit rate 5.3% among 47,000 | AID 1645860, 2021
# * = called active by the depositor. Rule as the data show it: active = inhibition above about 30%; inactive = the rest.
OTUD3 block	Compound	USP8 inh	USP10 inh	USP17 inh	UCHL1 inh	USP28 inh	USP7 block	USP30 inh
5	Cc1ncoc1C(=O)N1C[C@@H]2CC[C@H](Oc3ccccc3F)[C@@H]2C1	2	0	7	2	9	-3	2
-5	CNc1cc(C2CCCN(C(=O)Cc3c(C)noc3C)C2)ccn1 (centres undefined)	-21	1	-9	-1	-4	0	-8
8	CCc1nc(-c2noc3ccc(C(=O)N(C)C)cc23)co1	13	5	8	3	8	4	30
25	COc1cc([C@H]2c3c(cc(OC)c(O)c3OC)C[C@@H](CO)[C@@H]2CO[C@@H]2O[C@H](CO)[C@@H](O)[C@H](O)[C@H]2O)cc(OC)c1O	-56	-12	0	-10	13	-7	23
36*	CC1=CC(=O)C(C2=C(O)C(=O)C(C)=CC2=O)=C(O)C1=O	32*	8	94*	13	46*	-122	20
-7	COc1ccc(S(=O)(=O)N2CCC3(CC2)NC(=O)c2ccccc2N3)cc1	-1	13	0	3	-14	3	-12
-9	CC1(NC(=O)c2ccnc(Cc3ccc(F)cc3)c2)CCS(=O)(=O)C1 (centres undefined)	0	1	-4	0	-2	2	-17
-1	COc1cccc(NC(=O)CCCSc2nc3ccccc3[nH]2)c1	3	3	-5	3	37*	5	-7

# Other structures.
OTUD3 block	Compound	USP8 inh	USP10 inh	USP17 inh	UCHL1 inh	USP28 inh	USP7 block	USP30 inh
8	O=S(=O)(c1ccc(F)cc1)N1CCC(c2nc3ccccc3s2)CC1	7	8	-5	2	0	6	7
0	N#Cc1ccccc1CN1CCC2(CC1)Cc1ccccc1CNC2=O	-10	0	-4	2	8	-3	-2
3	Cc1ccc(-n2ccn3c(CCC(=O)NCc4ccccc4)nnc3c2=O)cc1C	-24	-2	9	-2	0	0	1
-8	COc1cccc(N2CCN(c3ccc4nnc(CCC(=O)NCC5CCCO5)n4n3)CC2)c1 (centres undefined)	1	0	-5	-4	-18	-1	-18
0	CC1(C)CS(=O)(=O)N(c2cccc(C(=O)NCCc3ccc(F)cc3)c2)C1=O	-11	0	-4	-3	-5	-9	10
-22	OC(/C=C/c1c[nH]c2ccccc12)C(F)(F)F (centres undefined)	10	-2	-12	-1	-20	-7	-63
2	CNC(=O)c1cnn2c(C3CCCCN3C(=O)C(C)(C)C)ccnc12 (centres undefined)	-98	3	4	-1	3	-7	9
9	N#C/C(=C/c1ccc(C(=O)O)cc1)c1nnc2n1CCCCC2	-143	0	-9	2	9	3	6

# Next section:
OTUD3 block	Compound	USP8 inh	USP10 inh	USP17 inh	UCHL1 inh	USP28 inh	USP7 block	USP30 inh
9	NC1=NC(=Nc2cccc(S(=O)(=O)N3CCCCC3)c2)c2ccccc21	22	4	13	7	15	8	17
4	Cc1ccc(N(CCC(=O)Nc2ccc(C)cc2Cl)S(=O)(=O)c2ccc(C)cc2)cc1	4	1	-1	0	0	2	0
0	CC(C)(C)c1cc(C(=O)N2CCCC(c3ccnc4nc(C(F)(F)F)nn34)C2)n[nH]1 (centres undefined)	9	-1	0	-1	-8	-4	10
22	Cc1ccc2oc3c(c(=O)c2c1)C(c1cccc(OCc2ccccc2)c1)N(c1cc(C)on1)C3=O (centres undefined)	18	0	20	2	14	6	23
-4	COc1ccc(-c2nonc2NC(=O)Cc2ccccc2)cc1OC	2	6	5	4	-8	-1	0
-4	Cc1nc(C2COCCN2C(=O)c2cnc3ccccc3c2)cc(=O)[nH]1 (centres undefined)	-6	-1	-10	0	-19	-1	-35
-10	CCCCn1c(SCC(=O)NCCc2ccc(S(N)(=O)=O)cc2)nc2cc(S(N)(=O)=O)ccc21	-18	-4	-6	-4	-13	-1	-20
-7	CN(C(=O)Cn1cccc(S(=O)(=O)N2CCCCCC2)c1=O)c1ccccc1	-5	-5	-10	-4	-2	-8	-34

# Additional structures:
OTUD3 block	Compound	USP8 inh	USP10 inh	USP17 inh	UCHL1 inh	USP28 inh	USP7 block	USP30 inh
7	COc1ccc(NC(=O)CCc2ccc(-c3ccccc3)o2)c(OC)c1	7	3	13	4	7	5	1
1	Cc1cccc(Nc2cc(C3CCN(C(=O)c4cnc[nH]4)CC3)ccn2)n1	3	1	0	-2	-2	0	2
13	CCCC(=O)N1CCN(c2ccc(Nc3ccccc3)nn2)CC1	21	1	5	2	8	-2	6
-3	CCN(CC)c1ccc2nnc(CCC(=O)NCC3CCCO3)n2n1 (centres undefined)	-5	-1	0	-6	-8	-4	10
-2	Cc1ccccc1NC1c2ccccc2C(=O)N1c1cccnc1 (centres undefined)	-5	2	-11	-1	-5	-1	-11
9	O=C(COc1ccccc1F)NCc1cnn2ccccc12	8	0	7	3	10	2	8
6	CC(=O)N1CCCc2cc(S(=O)(=O)NCc3ccc(F)cc3)ccc21	23	-1	0	0	5	-2	9
0	O=C(COC(=O)C1(c2ccccc2F)CCCC1)c1ccc2c(c1)OCCO2	0	4	-4	2	-4	-74	-7

# More records.
OTUD3 block	Compound	USP8 inh	USP10 inh	USP17 inh	UCHL1 inh	USP28 inh	USP7 block	USP30 inh
-73	O=C(Cc1ccc(-c2ccccc2)cc1)Nc1ccccc1F	-10	-7	-39	-7	-64	-4	-255
-20	COc1ccc2cc(CNCCN3CCOCC3)c(=O)[nH]c2c1	-6	-6	-27	0	-33	0	-147
0	COc1ccc2[nH]c3c(NCCCN4CCOCC4)ncnc3c2c1	-9	3	-10	2	-8	7	-5
13	O=C(Cc1cccnc1)N1CCCC2(CC(c3ccccc3)CO2)C1 (centres undefined)	0	0	-23	2	13	1	8
-1	c1cc(-c2noc(COC3CCN(Cc4ccoc4)CC3)n2)ccn1	-23	0	-6	-3	-4	-3	3
1	Cc1ccc(N2CCN(C(=O)CSc3ccccc3)CC2C)cc1 (centres undefined)	0	0	-3	0	-6	-20	1
-2	O=C(CNC(=O)c1ccc2c(c1)OCO2)Nc1nc2ccccc2[nH]1	-11	1	-1	-2	-7	0	3
0	Nc1nc(N)c2ncc(C(F)(F)F)cc2n1	12	2	14	2	4	1	13

# A draw from above in order of molecular weight, descending:
OTUD3 block	Compound	USP8 inh	USP10 inh	USP17 inh	UCHL1 inh	USP28 inh	USP7 block	USP30 inh
-10	CCCCn1c(SCC(=O)NCCc2ccc(S(N)(=O)=O)cc2)nc2cc(S(N)(=O)=O)ccc21	-18	-4	-6	-4	-13	-1	-20
0	O=C(COC(=O)C1(c2ccccc2F)CCCC1)c1ccc2c(c1)OCCO2	0	4	-4	2	-4	-74	-7
1	Cc1cccc(Nc2cc(C3CCN(C(=O)c4cnc[nH]4)CC3)ccn2)n1	3	1	0	-2	-2	0	2
7	COc1ccc(NC(=O)CCc2ccc(-c3ccccc3)o2)c(OC)c1	7	3	13	4	7	5	1
-3	CCN(CC)c1ccc2nnc(CCC(=O)NCC3CCCO3)n2n1 (centres undefined)	-5	-1	0	-6	-8	-4	10
0	COc1ccc2[nH]c3c(NCCCN4CCOCC4)ncnc3c2c1	-9	3	-10	2	-8	7	-5
1	Cc1ccc(N2CCN(C(=O)CSc3ccccc3)CC2C)cc1 (centres undefined)	0	0	-3	0	-6	-20	1
-2	O=C(CNC(=O)c1ccc2c(c1)OCO2)Nc1nc2ccccc2[nH]1	-11	1	-1	-2	-7	0	3
13	O=C(Cc1cccnc1)N1CCCC2(CC(c3ccccc3)CO2)C1 (centres undefined)	0	0	-23	2	13	1	8
13	CCCC(=O)N1CCN(c2ccc(Nc3ccccc3)nn2)CC1	21	1	5	2	8	-2	6
-20	COc1ccc2cc(CNCCN3CCOCC3)c(=O)[nH]c2c1	-6	-6	-27	0	-33	0	-147
-2	Cc1ccccc1NC1c2ccccc2C(=O)N1c1cccnc1 (centres undefined)	-5	2	-11	-1	-5	-1	-11
-73	O=C(Cc1ccc(-c2ccccc2)cc1)Nc1ccccc1F	-10	-7	-39	-7	-64	-4	-255
9	O=C(COc1ccccc1F)NCc1cnn2ccccc12	8	0	7	3	10	2	8
0	Nc1nc(N)c2ncc(C(F)(F)F)cc2n1	12	2	14	2	4	1	13

# Next part
OTUD3 block	Compound	USP8 inh	USP10 inh	USP17 inh	UCHL1 inh	USP28 inh	USP7 block	USP30 inh
15	Cc1nc(COc2ccccc2)sc1C(=O)NCC1CCCO1 (centres undefined)	0	1	11	2	5	0	18
-6	COc1cccc(NC(=O)Cn2cnc3c(cnn3C(C)(C)C)c2=O)c1	-6	-3	-7	-1	30*	-21	-19
11	O=C(Cc1ccc(Cl)cc1)N1CCC2(C1)CN(C(=O)c1cscn1)C2	-4	-1	12	0	2	5	15
-1	CNc1ncccc1CN1CCN(C2CCOCC2)CC(C(N)=O)C1 (centres undefined)	6	0	0	-1	-20	0	-2
-3	O=C(Nc1ccccc1)c1ccc(-c2nc(-c3ccc(Cl)cc3)cs2)cc1	-2	-1	-1	-5	-4	3	-9
-19	O=C(Nc1cc(S(=O)(=O)Nc2ccccc2Cl)ccc1N1CCCCC1)c1cnccn1	-56	4	-39	-2	-5	1	-51
-1	CC(=O)c1cccc(NC(=O)c2ccc(-n3nc(C)cc3C)nn2)c1	2	0	-6	-2	-4	1	0
-9	Cc1ccc(S(=O)(=O)c2cnc3ccccc3c2N2CCN(C)CC2)cc1	-4	-5	-7	-3	-13	0	-9

# Next section.
OTUD3 block	Compound	USP8 inh	USP10 inh	USP17 inh	UCHL1 inh	USP28 inh	USP7 block	USP30 inh
8	CCC(C)[C@H](NS(=O)(=O)c1ccc(C)cc1)C(=O)N1CCC(C(=O)N[C@@H](Cc2ccc(O)cc2)C(=O)O)CC1 (some centres undefined)	8	7	10	3	10	4	4
8	O=C1COc2ccccc2C/C=C/CC2(CCCN(CC(=O)N3CCOCC3)C2)CN1 (centres undefined)	7	0	4	0	4	1	4
4	CCc1ccccc1NC(=O)CCc1nc(-c2cccnc2)no1	-256	-2	-32	-3	-7	0	-14
1	O=S(=O)(Nc1cc(F)ccc1F)c1c[nH]c2ncccc12	3	2	2	-1	-4	2	-7
11	O=S(=O)(c1ccc(F)cc1)N1C[C@@H]2c3nccn3-c3ccccc3[C@@H]2C1	13	-2	7	0	5	0	15
-19	O=C(Nc1cccc(C(F)(F)F)c1)Nc1cc2cccnc2nc1C(F)(F)F	-4	1	7	-1	-12	4	-37
-22	CC(C)C(=O)N(Cc1ccc(-c2ccc(Cl)c(Cl)c2)o1)C1CCS(=O)(=O)C1 (centres undefined)	-8	-8	-5	-12	-36	-41	-132

# From PubChem
